Screens (PubChem)
ABCB6 inh 2 = human ABCB6 transporter inhibition | Q9NP58 | K562-ABCB6 porphyrin accumulation, flow cytometry, 1 h; active compounds read low | fluorescence ratio to DMSO, % at 10 µM | 360,000 tested, 0.19% active | AID 602162;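 active means fluorescence ratio to DMSO below 75%, the collection mean minus 3 SD; inconclusive means too few cells collected in the well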;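 further: signal is porphyrin accumulated inside mitochondria; 100% equals median channel fluorescence of DMSO control wells; lower ratio means ABCB6 inhibition with less porphyrin fluorescence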
Exocytosis inh = blocks lytic granule exocytosis; TALL-104 LAMP-1 surface exposure, flow cytometry; cells stimulated with thapsigargin and PMA; inhibition, % at 10 µM; 360,000 tested, 0.66% active; AID 651702;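 active means inhibition above about 55%, limit read from the data; inconclusive means no clear call, values can overlap the other calls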
NOD2 RIPK2 PPI = NOD2-RIPK2 protein interaction inhibition; AID 624267; 360,000 tested, 0.38% active; inhibition, % at 4.98 µM; CHO BLA complementation NOD2-RIPK2, CCF4 ratio; O43353; in the data active means inhibition above about 21%;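 further: 0% = vehicle only and 100% = reference blocker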
ABHD5 PLIN5 PPI = inhibitors of human ABHD5-perilipin-5 interaction; Q00G26+Q8WTS1; 360,000 tested, 0.78% active; Split G. princeps luciferase complementation, luminescence, 4 h; AID 602281; inhibition, % at 4 µM;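 active means inhibition above the mean inhibition across every tested compound plus 3 SD, cut at about 22% in these data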;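 further: 0% = DMSO only wells and the 100% control is not disclosed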
TLR9-MyD88 inh = inhibitors of human TLR9-MyD88 binding. CHO BLA complementation TLR9-MyD88, CCF4 FRET ratio. inhibition, % at 4.98 µM. Q9NR96+Q99836. 340,000 tested, 0.21% active;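 active means inhibition above the mean over all tested compounds plus 3 SD, cut at about 21% in these data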;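 further: 0% = DMSO only wells and 100% = clavulanate BLA inhibitor control wells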
Vif imaging = HIV Vif inhibition | HEK293T cells, Vif self-association by quenched fluorescence, imaging, 24 h | inhibition, % at 7.49 µM | 340,000 tested, 0.35% active; in the data active means inhibition above about 50%, passing the limit was not always enough; inconclusive means no clear call, values can overlap the other calls; inactive means below about 31%; further: some results filed as inactive read as strong as hits
MC4R antagonist = antagonists of human melanocortin 4 receptor (MC4R); AID 540295; inhibition, % at 6.5 µM; P32245; MC4R-expressing cells, MTII-stimulated cAMP, LANCE TR-FRET; 360,000 tested, 0.48% active;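 active means inhibition above its plate's cutoff, the mean of tested wells on that plate plus 3 SD, cut at about 29% in these data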;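 further: 0% = Melanotan II alone and 100% = Melanotan II plus saturating MCL0020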
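material = U2OS cells stably expressing human melanocortin 4 receptor (MC4R) | also added = Melanotan II challenge | dosing = single nominal compound dose of 6.5 µM | detection = TR-FRET with Eu-cAMP and labeled anti-cAMP, 671 nm | replication = singlicate | timing = compound 30 min, challenge 1 h, detection 1 h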
Glyco luc inh = blocks N-linked glycosylation in D54 reporter cells; D54 ERlucT glycosylation luciferase reporter, 24 h; percent of 100 nM tunicamycin response; reporter increase, % at 12.5 µM; 360,000 tested, 0.23% active;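 active means mean luciferase reporter signal, scaled so untreated is 0 and the glycosylation-blocking control 100, at or above a set limit in every replicate; inconclusive means mean reaches the limit but not every replicate does; inactive means mean below the limit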;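 further: luciferase carries N-glycosylation sites so blocking glycosylation raises the light; 0% = median of neutral control wells and 100% = median of 100 nM tunicamycin wells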
aDG glyco act = increases alpha dystroglycan glycosylation; Pro5-aDG cells, alpha-DG glycosylation AlphaScreen (IIH6); 0% Pro5, 100% B10-LARGE cell signal; activation, % at 10 µM; 360,000 tested, 0.22% active;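 active means activation of at least 8% versus controls, or a plate z-score of at least 8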;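 further: Pro5 are CHO cells carrying HIG-tagged alpha-DG that lacks glycosylation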
MC4R ag barr = activates human MC4R beta-arrestin recruitment | activation, % at 8.9 µM | U2OS MC4R beta-arrestin complementation, luminescence; percent of melanotan II response, DMSO zero | 360,000 tested, 0.98% active;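 active means activation above a per-plate cutoff, the mean activation of sample wells on that plate plus 3 SD, cut at about 8% in these data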
Numbers without * were called inactive; ? = inconclusive; . = no result given. This is a subset; the hit share may differ from the screen's.

SMILES	ABCB6 inh 2	Exocytosis inh	NOD2 RIPK2 PPI	ABHD5 PLIN5 PPI	TLR9-MyD88 inh	Vif imaging	MC4R antagonist	Glyco luc inh	aDG glyco act	MC4R ag barr
O=C(CSc1nc2ccccc2c(=O)n1Cc1ccco1)NCc1ccco1	94.0	2.2	-13.3	11.9	5.6	-2.2	8.6	2.2	-0.1	1.9
COc1ccc(CC(=O)NCc2cccc(Cl)c2)cc1S(=O)(=O)N1CCOCC1	94.0	3.6	-5.9	-4.5	-3.2	.	0.8	0.4	0.0	-0.5
COC(=O)[C@@]12C[C@@H](CC(=O)NCc3cccc4ccccc34)C(=O)N(Cc3ccco3)C1=CCC(C)(C)C2	.	5.1	-7.4	5.6	.	.	.	.	-0.1	.
CCC[C@@H]1CCCO[C@@](C(=O)NCc2ccccn2)(C(F)(F)F)C1	100.0	-8.1	-8.2	-3.5	-5.4	-4.9	7.3	6.7	0.0	-0.3
CC(=O)Oc1ccc2occ(C(=O)c3cccs3)c2c1	135.0	-1.3	0.3	-0.2	5.6	0.0	-2.1	1.5	-0.1	-3.9
Cc1ccccc1NC(=O)c1ccc(CSc2ncccn2)cc1	97.0	-0.9	-12.2	-4.5	8.9	-5.6	2.6	-3.4	0.5	-1.4
Cc1nc(N2CCN(C(=O)c3cnccn3)CC2)c2c3c(sc2n1)CC(C(C)(C)C)CC3 (configuration not stated)	93.0	-3.8	-12.4	-1.8	-3.3	6.6	-4.0	-0.2	-0.2	0.1
COc1cccc(CNCCO)c1OCc1ccccc1	100.0	-1.0	2.7	7.3	1.9	-6.3	-6.1	-0.8	0.6	2.9
Cc1ccc(-n2c(O)c(/C=N/Nc3ccc(S(=O)(=O)N4CCOCC4)cc3[N+](=O)[O-])c3ccccc3c2=O)c(C)c1	91.0	-0.4	4.5	-5.6	1.1	-8.7	2.4	-3.3	-1.0	-5.5
Cc1ccc(NC(=O)CN(C)CC(=O)N(C)Cc2ccccc2)cc1	98.0	3.8	-2.9	-12.0	-10.1	7.3	13.7	2.4	-0.1	0.2
O=C(CN1C(=O)NC2(CCCC2)C1=O)OCC(=O)c1cccc(Cl)c1	99.0	4.1	3.4	9.3	-2.7	0.3	2.4	1.0	0.0	-3.4
CC(C)C(NC(=O)c1ccc(Cl)cc1Cl)C(=O)NCCc1ccccn1 (configuration not stated)	95.0	-4.0	1.0	-0.7	6.4	-7.8	-2.8	3.0	0.1	-2.4
CCCn1c(N)c(C(=O)NS(=O)(=O)c2ccc(C)cc2)c(=O)n(C)c1=O	92.0	-0.9	-2.1	12.7	-3.9	-0.6	-12.0	1.5	0.0	-0.7
COc1ccc(C=O)cc1OS(=O)(=O)c1ccccc1[N+](=O)[O-]	100.0	0.2	-13.8	-0.9	-11.7	11.5	12.8	0.2	0.6	-0.5
CCOc1ccc2nc(NCCNC(=O)Nc3ccccc3)c(C#N)cc2c1	96.0	-1.0	8.2	-1.2	10.7	56.5*	-3.3	11.6	0.8	9.6*
CCOc1ccccc1NC(=O)c1ccc(CN2CCc3ccccc3C2)cc1	98.0	1.0	9.0	-1.8	3.0	-2.4	0.9	-1.8	0.0	1.8
Cc1cccc(C(=O)Nc2nc3ccc(S(C)(=O)=O)cc3s2)c1	99.0	9.6	-0.6	0.4	2.8	-5.1	9.8	-6.0	-0.2	-0.6
O=C(CSc1nc(O)c(Cc2ccccc2)c(=O)[nH]1)N1CCOCC1	98.0	4.6	-0.5	-8.5	-9.8	-1.8	14.0	0.7	0.0	-0.7
C/C=C/COC(=O)C1=C(C)NC(=O)NC1c1ccc2c(c1)OCO2 (configuration not stated)	100.0	-6.9	5.2	-9.0	-1.5	-1.2	1.9	-1.1	-0.2	-2.4
O=C(OCc1c(Cl)cccc1Cl)c1cccnc1	92.0	0.0	-5.0	0.4	2.6	-22.0	9.2	-0.8	-0.2	-1.4
CCN/C=C(\C#N)S(=O)(=O)c1ccc(Br)cc1	88.0	-1.2	-3.3	5.4	-1.6	-1.0	14.0	-0.4	-0.1	-0.9
O=C1CN(C(=O)COC(=O)c2ccc([N+](=O)[O-])o2)c2ccccc2N1	98.0	-3.1	-5.6	5.9	4.4	-3.9	3.8	5.3	-0.1	-3.9
CC(NC(=O)c1ccccc1Cl)C1COc2ccccc2O1 (configuration not stated)	110.0	0.2	4.3	1.6	2.6	.	15.6	0.4	0.1	0.8
O=C(Nc1cccc(Cl)c1)c1ccc(F)c(S(=O)(=O)N2CCN(c3ccccn3)CC2)c1	95.0	-4.2	4.5	3.4	-18.2	-15.9	8.7	-2.9	1.4	1.4
Cc1ccc(C(O)c2ncc(-c3ccc4ccccc4c3)[nH]2)c(C)c1 (configuration not stated)	95.0	0.1	3.6	-16.0	.	-1.2	6.2	-1.8	0.0	3.9
C#CCOCCOCCOCCNc1nc(N2CCN(C(=O)[C@H](CCCCN)n3cc([C@@H](N)[C@H](C)CC)nn3)CC2)nc(N2CCN(C(=O)[C@H](CCCCN)n3cc([C@@H](N)CC(N)=O)nn3)CC2)n1	94.0	13.3	-0.8	0.6	-1.1	-3.2	3.6	2.7	0.1	-2.1
O=C(CCc1nc2ccccc2[nH]1)Nc1ccccc1F	103.0	-3.1	-5.7	-2.0	-2.5	5.5	21.7	2.6	0.4	-0.6
Cc1cccc(C)c1NC(=O)CNC(=O)C(C)N(C)CC(=O)Nc1ccc(F)cc1 (configuration not stated)	95.0	-4.3	-1.3	-11.0	-14.9	4.0	-0.1	-0.3	0.3	-1.8
COc1ccc(NC(=O)CCS(=O)(=O)c2ccc(Cl)cc2)cc1	122.0	0.9	4.5	9.5	5.5	1.8	-3.3	1.4	0.1	-1.3
CN1CCN(c2ncnc3c2cnn3-c2ccc(Cl)cc2)CC1	97.0	-4.3	13.5	8.1	-7.9	4.4	5.2	-17.9	-0.4	-1.0
COc1cc2[nH]c3c(Cl)ncnc3c2cc1OC	96.0	8.5	-15.2	5.8	-9.6	0.8	-15.9	-6.2	0.2	-3.3
O=C(NCc1cccs1)c1ccc2nc([C@@H]3O[C@H](CO)[C@H](O)[C@H](O)[C@H]3O)[nH]c2c1	97.0	1.1	-8.1	-0.1	.	-11.5	9.3	1.5	0.5	-0.7
O=[N+]([O-])c1ccc(/C=N/Nc2ncccc2[N+](=O)[O-])s1	104.0	2.9	9.2	0.0	-1.0	14.4	-4.7	-1.2	1.0	0.9
CNc1nc(N)c(C(=O)C23CC4CC(CC(C4)C2)C3)s1	96.0	1.6	-10.4	-4.6	.	-11.0	-0.1	-3.4	-0.5	0.0
O=C1c2ccccc2CCC12N=NCC2c1ccccc1 (configuration not stated)	96.0	-6.9	-16.6	2.1	-8.5	13.5	2.3	6.0	0.1	-0.8
O=C1[C@H]2[C@@H](c3ccc(F)cc3)N3C(=O)N(c4cccc(F)c4)C(=O)[C@@]3(Cc3ccccc3)[C@H]2C(=O)N1C1CCCCC1	97.0	-3.1	-0.3	-9.9	7.5	2.4	10.5	14.3	0.3	4.9
Cc1ccc2c(C(=O)CN3CCN(C4CCCCC4)CC3)c(C)[nH]c2c1	107.0	-2.8	-11.4	9.7	-4.3	4.5	6.6	-2.6	0.1	0.4
O=C(N/N=C/c1cccs1)c1cc(-c2ccc3ccccc3c2)n[nH]1	100.0	5.2	-2.7	9.3	1.2	6.4	4.9	2.5	-0.3	2.4
COc1ccccc1Nc1cc(N2CCOCC2)c2nonc2c1[N+](=O)[O-]	105.0	-0.2	8.1	17.3	6.1	.	-5.6	-0.6	-0.4	2.9
Cc1ccc(C)c(N2CCN(C(=O)c3cn(C)c4ccc(S(=O)(=O)N(C)C)cc4c3=O)CC2)c1	96.0	-4.7	-10.6	4.4	4.2	?	3.6	3.8	0.1	-0.4
CCCS(=O)(=O)c1c(S(=O)(=O)CCC)c2c3ccccc3ccn2c1C(=O)OC	95.0	5.2	-13.4	5.3	-16.3	.	1.1	.	-0.2	2.1
COc1ccc(Nc2nc(-c3cccnc3)nc3ccccc23)cn1	106.0	46.4	-11.2	-9.7	3.9	12.1	-12.8	11.1	-0.1	0.2
CCc1cc(=O)oc2cc(C)cc(OCC(=O)NCc3ccncc3)c12	95.0	-5.4	-6.2	-0.1	-3.0	-7.7	2.7	-0.4	-0.3	-1.7
COc1ccc(F)c(-c2nc(CN3CCN(C(=O)c4ccco4)CC3)c(C)o2)c1	96.0	3.5	-16.1	10.4	1.5	0.3	8.0	0.5	3.0	-1.1
CC(C)CN(C(=O)CCC(=O)OCc1ccc(Cl)cc1Cl)c1c(N)n(CC(C)C)c(=O)[nH]c1=O	96.0	2.4	-4.3	0.2	-7.8	-2.0	1.6	-0.1	0.2	-2.9
CCO[C@H]1OC(C(N)=O)=C[C@@H](C)[C@@H]1CCCO	95.0	2.0	6.2	-3.5	-3.9	-11.0	2.9	2.4	-0.1	0.5
O=C(NCCC1=CCCCC1)Nc1ccc2nsnc2c1	101.0	-3.6	3.9	-3.8	-9.5	-1.0	12.3	-7.9	1.8	-0.4
CCN(C(=O)CSc1nnc(-c2cccc(F)c2)n1N)c1c(N)n(Cc2ccccc2)c(=O)[nH]c1=O	98.0	-6.2	0.7	2.2	7.5	0.8	17.8	-0.3	0.0	-3.0
Cn1c(=O)c2cn(-c3ccccc3)cc2n(C)c1=O	88.0	0.1	1.0	0.1	-4.8	2.5	3.5	-1.8	0.1	-0.5
O=C(CN1C(=O)/C(=C/c2ccco2)SC1=S)NC1CCS(=O)(=O)C1 (configuration not stated)	103.0	-1.0	-11.8	-17.0	-14.3	28.4	-3.5	-1.2	2.5	-2.1
CCCNC(=O)CN(Cc1ccccc1F)S(=O)(=O)c1ccc(C)cc1	94.0	-4.3	-1.7	-1.9	9.8	-2.8	8.3	0.8	0.5	-2.1
Cc1ccnn1CC(=O)N/N=C/c1cccs1	103.0	-6.2	-3.6	3.5	-17.1	8.5	0.4	1.1	-0.3	0.7
CC1CCCCN1Cc1c(O)ccc2c(=O)c(-c3ccc(Cl)cc3Cl)coc12 (configuration not stated)	96.0	-3.4	0.9	1.8	5.8	9.8	-3.0	1.6	0.1	-0.5
COc1ccc(CCNCC(=O)Nc2ccc(OC(F)F)cc2)cc1	101.0	4.0	-4.8	0.8	-12.6	-5.2	4.2	0.1	0.1	3.5
Cc1cc(SCCOc2ccccc2)nc(N)n1	98.0	1.4	-1.4	-3.4	2.2	1.0	9.1	-0.2	0.3	1.1
COc1cc2c(cc1NCc1ccccn1)oc1ccccc12	134.0	6.4	-1.4	-1.1	-8.3	-3.2	-4.1	0.4	-0.1	-1.6
O=C(O)c1c[nH]c2ccc(S(=O)(=O)N3CCOCC3)cc12	97.0	-1.4	5.8	3.3	7.2	41.5	13.1	1.7	-0.1	-2.1
